# High-throughput results from PubChem BioAssay.
# Mito fusion act: mitochondrial division inhibition or fusion activation | S. cerevisiae fusion-defective mutant growth rescue, CellTiterGlo 48 h | Potency, µM (highest dose often 46.1 µM), without a hit: at the top dose growth rescue (activation), hits mostly activators | hit rate 0.23% among 320,000;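 note: potency is the fitted concentration of half-maximal effect; % of control where 0% means no effect; nearly all actives have a fitted effect of over 45% in size; temperature-sensitive fusion mutants such as fzo1-1 at 37 °C on non-fermentable ethanol glycerol medium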
#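 Temperature-sensitive fusion-defective S. cerevisiae (e.g. fzo1-1, mgm1-5) were grown with compound in YPEG medium (3% ethanol, 3% glycerol) for 48 hours at 37C. Growth rescue was measured as viability by CellTiterGlo luminescence after 10 minutes at ambient.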
# PTAP TSG101 blk: blocks PTAP/TSG101 interaction to inhibit HIV-1 budding; Q99816; Fluorescence polarization, FITC-PTAP peptide / Tsg101 binding; Potency, µM (titrated, usually from 115 µM), without a hit: at the top dose activity change, negative = inhibition, usual class: inhibitors; 340,000 tested, under 10 active; active = well fitted inhibition curve with a large enough effect in the main read-out, with a control signal flat, not every such curve was filed as active; inconclusive = small, poorly fitted or top-dose-only effect, or effect the other way, or a change in a side signal; inactive = no such curve, though single readings can be large or run the other way; note: potency is the fitted concentration of half-maximal effect; % of control where 0% means no effect
# Target sequence (Q99816 whole entry, looked up): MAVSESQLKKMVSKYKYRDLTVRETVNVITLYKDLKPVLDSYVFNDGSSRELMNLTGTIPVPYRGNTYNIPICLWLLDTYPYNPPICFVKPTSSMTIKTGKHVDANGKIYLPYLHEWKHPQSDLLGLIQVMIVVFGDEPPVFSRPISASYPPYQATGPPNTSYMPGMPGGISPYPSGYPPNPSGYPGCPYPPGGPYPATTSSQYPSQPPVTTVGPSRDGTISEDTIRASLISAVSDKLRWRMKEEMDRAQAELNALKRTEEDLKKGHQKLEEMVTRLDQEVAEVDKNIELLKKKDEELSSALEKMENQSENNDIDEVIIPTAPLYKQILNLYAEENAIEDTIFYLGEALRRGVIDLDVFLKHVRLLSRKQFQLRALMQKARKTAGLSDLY
#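 Fluorescence polarization binding of Tsg101 binding domain (10 uM final) to FITC-labeled PTAP peptide (50 nM final) in HEPES pH 7.5 buffer with NaCl, Tween 20, EDTA, TCEP. Compounds added before peptide; binding 20 min at RT.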
# TSHR antagonist: antagonists of human thyroid stimulating hormone receptor. P16473. TSHR-expressing cells, TSH-stimulated cAMP HTRF, 2 h; active compounds read low. activity change, negative = inhibition, % at 11.5 µM. hit rate 0.2% among 330,000;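 active = activity change below a set negative limit, meaning inhibition stronger than a set level, cut at about -70% in these data; inconclusive = activity change between two set negative limits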; note: % is set by controls: 0 for no effect and ±100 for the full control effect
#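 Antagonism was scored as loss of TSH-driven cAMP in TSHR cells, stimulated with 4nM TSH (EC80) for 2 hours at 37 deg C and detected by homogeneous HTRF competition immunoassay.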
# Tb PFK inh: inhibitors of T. brucei phosphofructokinase; O15648; hit rate 0.17% among 330,000; Potency, µM (highest dose often 57.5 µM), for inactives: top-dose activity, negative = inhibition, actives largely listed as inhibitors; T. brucei PFK, ADP-Glo luminescence; AID 485367;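 note: potency is the fitted concentration of half-maximal effect; 0% = uninhibited 1x PFK enzyme wells and -100% = no-enzyme wells; nearly all actives have a fitted effect of over 60% in size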
#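 In TEA buffer at pH 8.0 with 5 mM MgCl2, enzyme (1.25 nM) converted F6P (0.5 mM) and ATP (0.1 mM) for 45 min at room temperature. ADP product was read by luciferase luminescence.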
# S-ASM inh: blocks human secretory acid sphingomyelinase; placental ASM, HMU-PC fluorogenic substrate, 60 min; Potency, µM (doses to about 57.5 µM), for the others: at the highest dose activity change, negative = inhibition, hits mostly inhibitors; hit rate 0.006% among 340,000; AID 504937; note: potency is the fitted concentration of half-maximal effect
# Target sequence (P17405 47-631 limits assumed): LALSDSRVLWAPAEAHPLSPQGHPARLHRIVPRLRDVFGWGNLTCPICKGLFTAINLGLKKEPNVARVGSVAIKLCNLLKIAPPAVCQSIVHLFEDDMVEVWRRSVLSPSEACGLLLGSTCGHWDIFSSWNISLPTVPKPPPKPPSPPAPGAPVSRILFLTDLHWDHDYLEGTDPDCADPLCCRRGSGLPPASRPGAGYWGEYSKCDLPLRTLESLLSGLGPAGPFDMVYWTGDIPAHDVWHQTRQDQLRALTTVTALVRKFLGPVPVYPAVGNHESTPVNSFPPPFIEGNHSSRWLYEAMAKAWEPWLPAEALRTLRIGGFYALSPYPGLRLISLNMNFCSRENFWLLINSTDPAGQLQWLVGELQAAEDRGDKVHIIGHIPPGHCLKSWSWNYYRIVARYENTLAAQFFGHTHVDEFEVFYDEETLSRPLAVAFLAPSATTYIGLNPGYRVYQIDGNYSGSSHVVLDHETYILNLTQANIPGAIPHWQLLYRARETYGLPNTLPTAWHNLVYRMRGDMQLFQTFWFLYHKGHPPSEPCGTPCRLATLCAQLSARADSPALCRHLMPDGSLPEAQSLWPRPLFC
#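 Human placenta-derived ASM enzyme was preincubated with compound for 10 minutes at room temperature, then given fluorogenic substrate HMU-PC0 (9 uM final) for 60 minutes at 37 °C; a pH 10 stop preceded fluorescence reading at Ex 386/Em 447 nm.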
# A-T KAP1 phos: candidate therapy for ataxia-telangiectasia; […] A-T fibroblasts, KAP-1 phosphorylation AlphaLISA; neocarzinostatin DNA damage 30 min before lysis; Potency, µM (doses to about 57.5 µM), for inactives: at the top dose activation, most hits filed as activators; hit rate 0.19% among 320,000; AID 485349; note: potency is the fitted concentration of half-maximal effect; % of control where 0% means no effect; nearly all actives have a fitted effect of over 45% in size
#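 hTERT-immortalized A-T patient fibroblasts ([…]), 500 cells/well in OPTI-MEM, 1% FBS, got compounds for 60 min, then NCS for 30 min at 37C. Lysates were then assayed for phospho-KAP-1 by AlphaLISA (anti-pKAP1 donor, anti-KAP1 acceptor beads), 6 hr at 25C.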
# a7 integrin act: activators of alpha7 integrin expression for muscular dystrophy; Potency, µM (top dose mostly 38.3 µM), without a hit: top-dose activation, hits mostly activators; alpha7betagal myoblasts, beta-gal FDG fluorescence, 48 h; hit rate 0.064% among 350,000; AID 624291;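 note: potency is the fitted concentration of half-maximal effect; 100% = response of the positive control SU9516; nearly all actives have a fitted effect of over 60% in size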
#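 Alpha7betagal+/- myoblasts (passage 13) were plated 16-24 hr, then exposed to compounds (1:260 dilution of DMSO stock) for 48 hours at 37C. After MPER lysis, β-galactosidase reporter activity was read as FDG fluorescence (ex 480/em 540) after 30 minutes.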
# ELG1 repair inh: blocks ELG1-dependent DNA repair in HEK293T cells; HEK293T ELG1-luciferase reporter, luminescence, 16 h; DNA damage induced by 5-fluorouridine; Potency, µM (highest dose often 46.1 µM), for the others: at the highest dose activity change, negative = inhibition, hits mostly inhibitors; hit rate 2.3% among 330,000; AID 504467; note: potency is the fitted concentration of half-maximal effect; % is set by controls: 0 for no effect and ±100 for the full control effect; nearly all actives have a fitted effect of over 55% in size
#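 Overnight (16 hr) co-exposure of 2,000 cells/well to 5-fluorouridine and compound at 37 °C preceded detection. Luciferase was quantified via ONE-Glo luminescence; loss of signal denotes inhibition.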
# TCR act: activates T cell receptor signaling; primary human leukocytes, anti-CD3, IL-2 HTRF, 48 h; Potency, µM (doses to about 9.22 µM), for inactives: at the highest dose activation of IL-2 secretion, usual class: activators; 330,000 tested, under 10 active; AID 504894; note: % of control where 0% means no effect
#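 Primary human leukocytes were stimulated with a-CD3 beads plus compounds for 48 hr without co-stimulation; secreted IL-2 was quantified by HTRF using a-IL-2-K (europium cryptate) and a-IL-2-d2, excited at 320nm with acceptor emission read at 665nm.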
# Eya2 phos inh: Eya2 (human) phosphatase inhibition. O00167. recombinant Eya2, OMFP fluorescence dephosphorylation (OMFP is methylfluorescein phosphate). Potency, µM (doses to about 76.9 µM), for inactives: at the highest dose activity, negative = inhibition, usual class: inhibitors. hit rate 0.006% among 330,000; note: potency is the fitted concentration of half-maximal effect; % is set by controls: 0 for no effect and ±100 for the full control effect
#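 Eya2 (0.2 uM) preincubated 10 min at ambient with compound, then OMFP substrate added at 50 uM; 10 min reaction in 50 mM HEPES pH 7.5, 50 mM NaCl, 5 uM MgCl2, 0.05% BSA, 1 mM DTT. Fluorescence read at Ex 485/Em 525 nm.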
# BCR signal inh: chronic active BCR signaling inhibition; ABC-DLBCL IkBa-CBG/CBR reporter, luminescence ratio, 4 h; Potency, µM (series often up to 46.1 µM), for inactives: top-dose ratio change, negative = lower green/red ratio, usual class: inhibitors; hit rate 0.05% among 340,000; active = well fitted inhibition curve with a large enough effect in the signal ratio, with a control signal flat, not every such curve was filed as active; inconclusive = small, poorly fitted or top-dose-only effect, or effect the other way, or a change in a side signal; the % refers to the signal ratio;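 note: potency is the fitted concentration of half-maximal effect; plate controls were basal doxycycline-induced cells for no effect and cells given 10 µM MG132 for full effect; MG132 reads +100%, hits lower the ratio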
#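 TMD8 ABC-DLBCL cells carrying doxycycline-inducible green luciferase fused to IkappaBalpha plus unfused red luciferase were exposed to compounds (up to 46 uM) for 4 hrs at 37C. Activity came from the overlap-corrected green/red luminescence ratio.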
# Numbers without * were called inactive; i = inactive; u = inconclusive; x = not tested or not shown; [ ] = dose if it differs, or a comment. Unless noted, calls come from the whole dose curve; as a rule, active = well fitted curve in the direction sought with a large enough effect; inconclusive = small, poorly fitted or top-dose-only effect, or another doubt; inactive = no such curve, though single readings can be large; an effect the other way counts as inactive or inconclusive. The order is random; any-hit rate near 3.2%.
SMILES,Mito fusion act,PTAP TSG101 blk,TSHR antagonist,Tb PFK inh,S-ASM inh,A-T KAP1 phos,a7 integrin act,ELG1 repair inh,TCR act,Eya2 phos inh,BCR signal inh
O=C(Cn1c(=O)oc2ccccc21)Nc1n[nH]c(=S)s1,8%,0%,0,-8%,-1%,-15%,17%,0%,3%,-1%,12%
CCN(c1ccccc1)S(=O)(=O)c1ccc(Cl)c(C(=O)N2CCCC2)c1,5%,1%,-6,-1%,4%,5%,12%,13%,x,16%,0%
Cc1coc2cc3oc(=O)c(CCC(=O)N4CCC(C(=O)O)(c5ccccc5)CC4)c(C)c3cc12,5%,0%,2,1%,39%[activator],1%,-10%,23%,-4%,2%,0%
CCOC(=O)c1cc(C)n(-c2c(C)n(C)n(-c3ccccc3)c2=O)c1C,-16%,-1%,8,0%,2%,-4%,19%,-1%,3%,-21%,u
COCCN1CCC(CNCc2c(C(=O)N3CCCCC3)nc3c(C)cccn23)C1 (stereo not drawn),-14%,-6%,1,-1%,5%,-13%,-12%,u,2%,19%,-17%
CC(C)(C)c1nnc(NC(=S)Nc2ccccc2)s1,4%,-2%,-10,2%,0%,-2%,21%,u,-4%,-8%,u
O=C(CNC(=O)c1ccco1)OC(C(=O)c1ccccc1)c1ccccc1 (stereo not drawn),-2%,-1%,21,2%,1%,7%,2%,0%,2%,7%,-3%
COCCN(CCOC)C(=O)c1c[nH]c2ccc(S(=O)(=O)N(C)c3ccc(F)cc3)cc2c1=O,4%,1%,11,-1%,26%,1%,-12%,2%,6%,-26%,6%
CC(C)c1ccc(NC(=O)CSc2n[nH]c(=O)n2Cc2ccco2)cc1,-2%,-1%,-16,1%,2%,1%,-22%,u,-3%,-4%,-5%
CCC(=O)Nc1ccc(NC(=O)CSc2nnc(-c3ccco3)n2C)cc1,-14%,0%,-1,0%,6%,4%,-27%,-1%,3%,-5%,7%
O=C(CNC(=S)N(CCCN1CCOCC1)Cc1cccs1)NC1CC1,-2%,1%,1,-1%,4%,11%,0%,8%,-3%,-2%,-2%
CNC(=O)c1cc2c(=O)n3cc(C)ccc3nc2n(C(C)C)c1=N,-1%,-4%,14,4%,i,8%,11%,-1%,4%,7%,0%
Cc1ccc(Cn2c(N3CCCCCC3)nc3c2c(=O)[nH]c(=O)n3C)cc1,-4%,4%,27,0%,1%,-22%,4%,u,-8%,4%,-2%
Cc1cc(=O)c2cc(Br)ccc2[nH]1,17%,-7%,8,2%,-1%,2%,9%,-8%,0%,12%,u
COC(=O)c1ccc(COc2ccccc2/C=N/Nc2cccc(C(=O)O)c2)cc1,-2%,-15%,-3,2%,-1%,2%,-26%,u,-6%,7%,u
COc1cccc(C(=O)Nc2ccccc2NC(=O)c2cccc(OC)c2)c1,-13%,1%,4,2%,-1%,13%,7%,u,x,-23%,-11%
O=C(Cn1nc(CNc2ccc(Br)cc2)[n+]2c1CCCCC2)c1ccc([N+](=O)[O-])cc1,-3%,0%,-13,4%,-7%,u,-24%,-1%,-4%,-3%,u
CCn1c(SCC(=O)O)nnc1C1CCCCC1,0%,-6%,-8,2%,1%,-4%,3%,7%,1%,-7%,1%
O=C(CCC(=O)c1ccc(F)cc1)Nc1cc(Cl)cc(Cl)c1,4%,0%,-18,-2%,-3%,3%,-10%,10%,-19%,-15%,6%
CN(C)S(=O)(=O)c1ccc(C(=O)NCc2ccccc2)cc1,-1%,-4%,6,-6%,3%,3%,11%,1%,4%,-4%,-1%

# Just TSHR antagonist and BCR signal inh (two entries from above):
canonical_smiles | TSHR antagonist | BCR signal inh
Cc1cc(=O)c2cc(Br)ccc2[nH]1 | 8 | u
CN(C)S(=O)(=O)c1ccc(C(=O)NCc2ccccc2)cc1 | 6 | -1%

# Continued:
SMILES,Mito fusion act,PTAP TSG101 blk,TSHR antagonist,Tb PFK inh,S-ASM inh,A-T KAP1 phos,a7 integrin act,ELG1 repair inh,TCR act,Eya2 phos inh,BCR signal inh
O=C(COc1ccccc1)Nc1ccc2oc(=O)ccc2c1,24%,1%,-8,-2%,1%,0%,-1%,-4%,-7%,-18%,8%
CCOCCCn1cnc2c(c1=O)c1nc3ccccc3nc1n2-c1ccc(C)cc1,3%,-4%,-11,1%,21%,x,12%,-12%,12%,-7%,3%
CCOC(=O)C1=C(CC)Nc2ccccc2N=C1NC(=O)CCNC(C)=O,-6%,-3%,4,-9%,0%,16%,-23%,-3%,-10%,-13%,6%
CCOC(=O)N1CCN(S(=O)(=O)c2c(C)[nH]c(=O)[nH]c2=O)CC1,-5%,-1%,-6,-1%,5%,-17%,9%,9%,-2%,-26%,u
NC(=O)c1ccc(Br)c(S(=O)(=O)N2CCCCC2)c1,3%,-7%,-34,-2%,0%,2%,-12%,-7%,3%,-1%,0%
CCOc1ccc(C(=O)Nc2ccccc2-c2ccccc2)cc1Cl,-4%,-3%,-6,0%,-11%,7%,19%[7.66 µM],-11%,-2%,-20%,17%
CCc1ccccc1NC(=O)c1ccc(-c2csc(C)n2)cc1,1%,1%,-1,0%,0%,9%,22%,u,5%,-6%,u
CC(C)NC(=O)Cn1c(SCC(=O)N2CCCc3ccccc32)nc2ccccc21,-1%,-2%,13,0%,2%,x,-11%[7.66 µM],-8%,x,-5%,4%
COc1cc(-c2csc(C)n2)ccc1O,0%,-5%,-9,4%,2%,-5%,16%,14%,2%,1%,1%
CCOC(=O)C1=CC[C@@H](c2cc3ccc(OC)cc3n2C)N(S(=O)(=O)c2ccc(C)cc2)[C@H]1C(=O)OCC,5%,1%,-14,-4%,0%,-1%,0%,-9%,3%,-1%,u
CCCNC(=O)c1ccc(S(=O)(=O)c2ccc(OC)cc2)c([N+](=O)[O-])c1,4%,-9%,-9,9%,-4%,5%,-35%,u,-26%,3%,u
O=C(CN1CCCc2ccccc21)NCc1ccc2c(c1)OCO2,3%,1%,5,-4%,1%,4%,32%[7.66 µM],6%,-1%,3%,-1%
CCOC(=O)C1CCN(C(=O)Cn2cnc3sc(C)c(S(=O)(=O)N4CCC(C)CC4)c3c2=O)CC1,2%,-2%,-7,1%,13%,4%,-22%,1%,2%,13%,12%
CC(C)(C)c1ccc(/C=N/NC(=S)NC2CCCCC2)cc1,u,-1%,3,-3%,x,-7%,-53%[inhibitor],-11%,-5%[46.1 µM],3%,6%
C/C=N\NC(=O)CNC(=O)CNC(=O)c1ccccc1,6%,2%,-3,-1%,5%,-17%,-4%,5%,5%,8%,3%
CC(O)CNCc1ccc(-c2ccccc2)cc1 (stereo not drawn),-7%,-9%,-5,-4%,2%,7%,-36%,5%,2%,-1%,-4%
CCc1cc2c(=O)[nH]c(Cc3ccccc3)nc2s1,1%,-2%,2,-1%,-3%,-1%,-7%,u,11%,-16%,8%
CC(=O)c1cccc(NC(=O)CN(c2ccc(C)cc2)S(=O)(=O)c2cccc3nonc23)c1,2%,0%,11,7%,-6%,-6%,36%,-18%,4%,-5%,11%
N#Cc1ccc(C2N=C(c3ccccc3)NO2)cc1 (stereo not drawn),5%,0%,4,2%,0%,8%,23%,u,-2%,13%,u
C=CCN(CC=C)c1nc2ccccc2nc1C(C#N)C(=O)OCCOC (stereo not drawn),-2%,-7%,-3,1%,174%[activator],-2%,-18%,-16%,3%,-10%,8%
COCCN(Cc1nc2ccccc2c(=O)[nH]1)C(=O)COc1ccccc1-c1ccccc1,4%,-1%,-11,-5%,-3%,11%,-27%,u,2%,2%,-12%
O=C1CC(c2ccccc2)=NN1c1ccc([N+](=O)[O-])cc1,-10%,-1%,-33,2%,-15%,4%,-14%,17%,x,-10%,u
Cc1ccc(NC(=O)c2n[nH]c(=O)c3ccccc23)cc1S(=O)(=O)N1CCOCC1,x,-4%,-28,11%,-9%,7%,0%,u,-11%,2%,-2%
